Menin MLL FP TR = inhibitors of human menin-MLL interaction, mutant MLL peptide; O00255; Menin + Texas Red MLL mutant peptide, fluorescence polarization; Potency, µM (titrated, usually from 61.6 µM), for the others: at the top dose FP activity change, negative = inhibition, usual class: inhibitors; actives 0.23% (n = 270,000); active means well fitted inhibition curve with a large enough effect in the polarisation, with a control signal flat, not every such curve was filed as active; inconclusive means small, poorly fitted or top-dose-only effect, or effect the other way, or a change in a side signal; inactive means no such curve, though single readings can be large or run the other way; the % refers to the polarisation; further: potency means the concentration at half of the fitted maximal effect; % of control where 0% means no effect; many of its hits are not listed in these tables
a7 integrin act = activators of alpha7 integrin expression for muscular dystrophy; alpha7betagal myoblasts, beta-gal FDG fluorescence, 48 h; Potency, µM (titrated, usually from 38.3 µM), for the others: at the top dose activation, usual class: activators; actives 0.064% (n = 350,000);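 further: potency means the concentration at half of the fitted maximal effect; 100% = response of the positive control SU9516; nearly all actives have a fitted effect of over 60% in size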
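Alpha7betagal+/- myoblasts (passage 13) were plated 16-24 hr, then exposed to compounds (1:260 dilution of DMSO stock) for 48 hours at 37C. After MPER lysis, β-galactosidase reporter activity was read as FDG fluorescence (ex 480/em 540) after 30 minutes.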
A-T KAP1 phos = potential ataxia-telangiectasia treatment | […] A-T fibroblasts, KAP-1 phosphorylation AlphaLISA; neocarzinostatin DNA damage 30 min before lysis | Potency, µM (doses to about 57.5 µM), for inactives: at the top dose activation, usual class: activators | AID 485349 | actives 0.19% (n = 320,000); further: potency means the concentration at half of the fitted maximal effect; % of control where 0% means no effect; nearly all actives have a fitted effect of over 45% in size
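ATM-like activity read as KAP-1 phosphorylation via AlphaLISA donor/acceptor antibody pairs after lysis and 6 hr at 25C. Cells were ATM-null patient fibroblasts ([…], hTERT), dosed 60 min, then exposed to the DSB inducer NCS for 30 min.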
MBNL1 CUG block = MBNL1-poly(CUG) RNA binding inhibition; Q9NR56; TR-FRET MBNL1-His/biotin-(CUG)12 binding, 665/545 ratio; Potency, µM (doses to about 57.5 µM), inactives show top-dose activity change, negative = inhibition, most hits filed as inhibitors; actives 0.036% (n = 280,000); active means well fitted inhibition curve with a large enough effect in the signal ratio, with a control signal flat, not every such curve was filed as active; inconclusive means small, poorly fitted or top-dose-only effect, or effect the other way, or a change in a side signal; inactive means no such curve, though single readings can be large or run the other way; the % refers to the signal ratio; further: potency means the concentration at half of the fitted maximal effect; on the % scale 0 is the no-effect control and ±100 the full control effect
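Compounds (final 92 nM to 58 uM) are added to His-tagged MBNL1 and biotin-(CUG)12, then terbium anti-His antibody and streptavidin-XL665 (5 nM final). After 60 min at room temperature, the 665/545 nm ratio is read.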
ASM inhibitor = blocks human secretory acid sphingomyelinase; P17405; placental ASM, HMU-PC fluorogenic substrate, 60 min; Potency, µM (highest dose often 57.5 µM), inactives show at the top dose activity change, negative = inhibition, actives largely listed as inhibitors; actives 0.006% (n = 340,000); AID 504937; further: potency means the concentration at half of the fitted maximal effect
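Human placenta-derived ASM preincubated with compound 10 min at room temperature, then reacted with 9 uM (final) fluorogenic HMU-PC substrate for 60 min at 37 C. Stop solution raises pH to 10; fluorescence read at Ex 386/Em 447 nm.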
TCR activator = activators of T cell receptors; primary human leukocytes, anti-CD3, IL-2 HTRF, 48 h; Potency, µM (top dose mostly 9.22 µM), inactives show top-dose activation of IL-2 secretion, actives largely listed as activators; 330,000 tested, under 10 active; AID 504894; further: % of control where 0% means no effect
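Readout: HTRF IL-2, Eu-cryptate/d2 antibody pair, 320nm excitation, 665nm emission. Stimulus: a-CD3 beads, no co-stimulation. Cells: primary human leukocytes. Exposure: 48 hr with compound.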
PTAP TSG101 blk = blocks PTAP/TSG101 interaction to inhibit HIV-1 budding; Potency, µM (titrated, usually from 115 µM), inactives show top-dose activity change, negative = inhibition, usual class: inhibitors; Q99816; 340,000 tested, under 10 active; Fluorescence polarization, FITC-PTAP peptide / Tsg101 binding; active means well fitted inhibition curve with a large enough effect in the main read-out, with a control signal flat, not every such curve was filed as active; inconclusive means small, poorly fitted or top-dose-only effect, or effect the other way, or a change in a side signal; inactive means no such curve, though single readings can be large or run the other way; further: potency means the concentration at half of the fitted maximal effect; % of control where 0% means no effect
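Fluorescence anisotropy tracks displacement of a FITC-tagged PTAP peptide (50 nM) from the Tsg101 binding domain (10 uM), following a 20 min room-temperature incubation at pH 7.5.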
Mito fusion act = inhibitors of mitochondrial division or activators of mitochondrial fusion; S. cerevisiae fusion-defective mutant growth rescue, CellTiterGlo 48 h; Potency, µM (titrated, usually from 46.1 µM), for the others: at the highest dose growth rescue (activation), most hits filed as activators; actives 0.23% (n = 320,000); AID 485298;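 further: potency means the concentration at half of the fitted maximal effect; % of control where 0% means no effect; nearly all actives have a fitted effect of over 45% in size; temperature-sensitive fusion mutants such as fzo1-1 at 37 °C on non-fermentable ethanol glycerol medium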
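Growth-rescue viability read-out: after 48 h at the non-permissive 37C in glycerol/ethanol YPEG, yeast mitochondrial fusion mutants are measured by CellTiterGlo luminescence; compounds (23 nl pinned per well) restoring growth score as division inhibitors or fusion activators.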
MLL CXXC-DNA inh = inhibitors of human MLL CXXC domain-DNA interaction | Q03164 | MLL-CXXC / FITC-HOXA9 DNA fluorescence polarization | Potency, µM (doses to about 115 µM), for inactives: at the top dose activity change, negative = inhibition, usual class: inhibitors | actives 0.037% (n = 290,000); active means well fitted inhibition curve with a large enough effect in the polarisation, with a control signal flat, not every such curve was filed as active; inconclusive means small, poorly fitted or top-dose-only effect, or effect the other way, or a change in a side signal; inactive means no such curve, though single readings can be large or run the other way; the % refers to the polarisation; further: potency means the concentration at half of the fitted maximal effect
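Steps: dispense CXXC domain solution (7 uM) → pin compounds or unlabeled HOX-A9 DNA control → 5 min ambient → add FLSN-HOX-A9 solution (50 nM) → spin → 30 min ambient → fluorescence polarization. Tris pH 7.5/NaCl/DTT/BSA buffer.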
TSHR antag = human thyrotropin receptor antagonism | P16473 | TSHR-expressing cells, TSH-stimulated cAMP HTRF, 2 h; active compounds read low | activity change, negative = inhibition, % at 11.5 µM | actives 0.2% (n = 330,000) | AID 504810;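 active means activity change below a set negative limit, meaning inhibition stronger than a set level, cut at about -70% in these data; inconclusive means activity change between two set negative limits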; further: on the % scale 0 is the no-effect control and ±100 the full control effect
Target sequence (P16473 whole entry, looked up): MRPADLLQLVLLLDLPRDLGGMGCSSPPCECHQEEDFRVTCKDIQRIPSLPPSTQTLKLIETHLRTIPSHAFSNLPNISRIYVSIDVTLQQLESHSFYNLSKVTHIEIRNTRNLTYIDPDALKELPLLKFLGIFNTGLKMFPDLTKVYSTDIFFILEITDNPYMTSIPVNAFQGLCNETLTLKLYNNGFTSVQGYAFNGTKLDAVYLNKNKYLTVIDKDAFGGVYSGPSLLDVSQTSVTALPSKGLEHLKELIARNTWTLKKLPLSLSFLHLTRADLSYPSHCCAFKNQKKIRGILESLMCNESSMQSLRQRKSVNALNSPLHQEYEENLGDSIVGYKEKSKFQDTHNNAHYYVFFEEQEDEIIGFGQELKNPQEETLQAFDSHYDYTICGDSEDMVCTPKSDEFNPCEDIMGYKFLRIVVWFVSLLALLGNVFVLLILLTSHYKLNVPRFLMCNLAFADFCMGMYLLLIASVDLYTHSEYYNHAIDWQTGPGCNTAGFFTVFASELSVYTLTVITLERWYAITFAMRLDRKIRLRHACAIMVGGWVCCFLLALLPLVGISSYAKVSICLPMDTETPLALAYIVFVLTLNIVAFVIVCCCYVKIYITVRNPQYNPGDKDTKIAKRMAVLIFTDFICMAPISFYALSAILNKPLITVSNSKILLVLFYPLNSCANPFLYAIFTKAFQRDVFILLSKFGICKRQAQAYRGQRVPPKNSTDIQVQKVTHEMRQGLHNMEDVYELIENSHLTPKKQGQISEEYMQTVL
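TSHR-expressing cells, 200/well, pre-treated with compound, then stimulated with EC80 TSH (4nM final) for 2 hours at 37 deg C. cAMP measured by competitive HTRF: anti-cAMP cryptate antibody in lysis buffer plus cAMP-d2, read after 30 minutes at room temperature.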
An asterisk follows results filed as active; ? = inconclusive; / = no result given; [ ] = remark or other dose. Unless noted, the call rests on the fitted dose curve; in most records, active means well fitted curve in the direction sought with a large enough effect; inconclusive means small, poorly fitted or top-dose-only effect, or another doubt; inactive means no such curve, though single readings can be large; an effect the other way counts as inactive or inconclusive. Not all compounds are listed. The share of hits here may be higher or lower than overall.

SMILES	Menin MLL FP TR	TSHR antag	PTAP TSG101 blk	a7 integrin act	ASM inhibitor	A-T KAP1 phos	MBNL1 CUG block	TCR activator	Mito fusion act	MLL CXXC-DNA inh
CCOC(=O)C1CCN(S(=O)(=O)c2ccccc2)CC1	?	1.0	-9.1%	10.7%	-0.1%	2.2%	-3.4%	-2.1%	-3.9%	15.4%
O=C(COC(=O)C12CC3CC(CC(O)(C3)C1)C2)NCCc1ccc(Cl)cc1	-13.2%	-23.1	-0.2%	11.1%	-0.5%	0.3%	5.2%	14.1%	0.9%	5.4%
C=CCn1c(Cc2ccccc2)n[nH]c1=S	1.6%	1.3	-1.2%	-2.4%	6.5%	3.8%	-1.9%	-5.3%	-3.7%	-5.0%
O=C(CN1CCN(Cc2ccc(F)cc2)CC1)Nc1nc2ccccc2s1	8.5%	-11.5	-6.2%	-33.9%	0.7%	0.9%	3.2%	/	-12.0%	9.2%
CC(C)N1CC(COc2ccccc2Cl)OC1=O (stereo not drawn)	/	/	-0.6%	-29.3%	1.6%	/	/	0.9%	/	/
COCCn1cnc2c1c(=O)n(Cc1cc(C(C)=O)ccc1OC)c(=O)n2Cc1ccccc1	-18.4%	21.3	-3.3%	-8.2%	-2.9%	3.8%	1.0%	2.7%	1.4%	-3.4%
COc1cc(C(c2c(C)[nH][nH]c2=O)c2c(C)[nH][nH]c2=O)ccc1OC(C)C	-6.2%	8.7	-6.3%	20.1%	4.7%	-6.2%	?	-1.3%[46.1 µM]	1.0%	0.4%
Cc1cc(C(=O)Cn2nc(C(=O)O)c3ccccc3c2=O)c(C)n1-c1ccccc1	-7.3%	20.9	4.0%	-30.3%	-14.6%	10.6%	-4.0%	-2.1%[46.1 µM]	?	7.3%
Cc1noc(C)c1S(=O)(=O)N1CCC(C(=O)N2CCN(c3ccccc3Cl)CC2)CC1	-3.3%	-7.1	0.0%	-20.3%	0.4%	2.5%	-1.4%	-2.5%	-2.5%	-2.0%
Cc1cc(Cl)ccc1Oc1cccc(C(=O)/C(C#N)=C/N(C)C)c1	15.4%	-14.3	1.6%	22.7%	23.3%	1.8%	0.7%	3.0%	16.0%	13.4%
C=CCNC(=O)c1sc(-c2ccccc2)nc1C	0.9%	-8.4	-4.3%	0.0%	3.0%	2.3%	17.8%	0.2%	-1.2%	0.6%
CC1Cc2ccccc2N1C(=O)c1ccc(N2CCCCC2)c([N+](=O)[O-])c1 (stereo not drawn)	-24.4%	-29.9	-0.3%	0.7%	-2.0%	1.6%	20.9%	-5.3%[46.1 µM]	3.5%	9.5%
O=C(CN1C(=O)NC2(CCCCC2)C1=O)Nc1ccc2c(c1)OCCCO2	/	1.1	-4.3%	14.6%	1.0%	-4.6%	/	-76.1%	-4.0%	/
CC(=O)N1CCOc2ccc(S(=O)(=O)NCc3ccccc3Cl)cc21	-4.4%	-14.3	-0.8%	?	2.6%	-2.0%	?	-10.3%	12.3%	7.7%
COc1ccccc1CNC(=O)COC(=O)/C=C/c1ccc2c(c1)OCO2	/	/	-1.9%	1.3%	3.0%	-18.5%	/	-0.4%	/	/
COC(=O)C1(C)NC(c2ccc(C)cc2)C2C(=O)N(c3ccc(F)cc3)C(=O)C21 (stereo not drawn)	1.3%	-4.4	-5.0%	7.2%	6.6%	2.8%	-3.3%	-1.4%	2.5%	-6.4%
CCOc1ccccc1C(=O)N/N=C/c1ccoc1	/	16.6	-1.4%	17.3%	0.2%	8.9%	-1.6%	1.1%	-0.2%	-1.3%
Cc1nnc2n1N=C(c1ccccc1)CS2	-14.3%	-2.5	-0.6%	18.6%	0.1%	-11.4%	-0.1%	5.3%	-1.6%	30.4%
COCCN(Cc1ccccc1)C(=O)c1cccc(S(=O)(=O)N2CCCc3ccccc32)c1	/	-8.3	-5.9%	12.9%	-1.0%	1.5%	/	/	5.0%	/
COc1ccc(Oc2coc3cc(OC(=O)/C=C/c4ccc(F)cc4)ccc3c2=O)cc1	-20.3%	-3.0	-1.0%	0.5%	-0.8%	2.3%	-15.7%	3.7%[46.1 µM]	-0.3%	4.3%
COc1ccc(OC)c(NC(=O)C2=C(C)NC(=O)NC2c2cccs2)c1 (stereo not drawn)	8.3%	-8.0	-1.2%	10.2%	-8.9%	6.7%	-6.1%	2.9%	7.5%	4.8%
O=c1[nH]c2cccc(Cl)c2n(CCNc2ncc(C(F)(F)F)cc2Cl)c1=O	20.9%	-23.2	-3.4%	-28.4%	-15.2%	-0.9%	-4.8%	-6.1%	2.8%	0.8%
Cc1cc(C)c2c(=O)n(CC(=O)Nc3cccc(F)c3)sc2n1	/	-4.3	-2.2%	-72.4%[inhibitor]	0.7%	-9.5%	13.0%	-0.5%	-22.5%	2.5%
CCn1ncc(C2=NOC(C(=O)Nc3c(C)n(C)n(-c4ccccc4)c3=O)C2)c1C (stereo not drawn)	-0.2%[11.7 µM]	-4.4	0.7%	16.6%	3.3%	-12.6%	-3.0%	2.4%	-0.1%	10.5%
COCCn1c(=O)[nH]c2cc(C(=O)Nc3cc(OC)c(OC)c(OC)c3)ccc2c1=O	8.6%	6.4	-4.4%	6.1%	3.4%	0.0%	-1.5%	4.3%	7.2%	52.9%[activator]
O=C(NCCOc1ccccc1Cl)c1ccc2c(c1)S(=O)(=O)c1cc(Cl)ccc1C2=O	/	-23.6	0.0%	14.9%	-4.2%	-9.9%	/	-3.3%	/	/
C=CCC[C@@H](Cc1ccc(F)cc1)C(=O)OC[C@@H](NC(=O)[C@H](CC=C)CC(=O)NCCO)C(C)(C)C	/	-14.4	-7.9%	22.1%	9.6%	4.2%	/	-0.8%	/	/
Cc1ccccc1OCc1nc(C#N)c(N2CCCC2)o1	-3.2%	5.4	-7.2%	12.5%	-1.2%	4.0%	-6.8%	2.7%	?	-7.3%
O=c1[nH]c(C2CCN(S(=O)(=O)c3ccc4c(c3)OCCO4)CC2)nc2c1nnn2Cc1cccc(F)c1	37.9%[activator]	-11.0	-4.1%	?	28.7%	3.0%	-0.4%	-3.4%	0.6%	14.9%
NS(=O)(=O)c1ccc(CNC(=O)/C=C/c2cccc(Cl)c2)cc1	3.0%	6.2	0.5%	-10.0%	-2.3%	0.4%	-1.2%	1.3%[46.1 µM]	-1.7%	-0.7%
CC(C)(C)NC(=O)COC(=O)c1cncc(Br)c1	-2.0%	4.0	-9.4%	18.3%	0.1%	-1.0%	1.1%	-0.7%	0.2%	-5.8%
Cc1ccc(NC(=O)N2CCc3ccccc3C2)c(C)c1	0.7%	-19.4	-4.0%	-7.2%	1.8%	14.0%	-4.2%	8.3%	6.3%	5.4%
CCOC(=O)N1CCN(c2nc3c(c(=O)[nH]c(=O)n3C)n2Cc2ccccc2Cl)CC1	3.7%	38.7	/	/	/	-0.6%	5.7%	/	-5.8%	1.3%
COc1ccc(CC(=O)Nc2ccc(NC(=O)c3ccc(Br)cc3)cc2)cc1OC	1.2%	24.1	1.1%	-4.9%	3.8%	-11.1%	0.2%	/	-2.4%	3.0%
COCCN1CC(C(=O)NCc2ncccc2C)CCC1=O (stereo not drawn)	/	3.2	-3.1%	11.0%	0.8%	-8.2%	0.9%	3.2%	0.8%	5.8%
COc1ccc(-c2cc(C(=O)OCC(=O)c3ccc(C)c([N+](=O)[O-])c3)c3ccccc3n2)cc1	?	-6.9	1.2%	19.9%	81.0%[activator]	4.2%	-9.1%	-2.7%[46.1 µM]	-13.3%	14.5%
CCC(C)(C)n1nnnc1C(c1ccc(F)cc1)N1CCN(C(=O)c2ccco2)CC1 (stereo not drawn)	-12.9%	-3.4	-5.9%	-23.9%	0.0%	0.2%	-1.9%	1.5%	30.6%	5.9%
CC(=O)c1ccc(N2CCCCCC2)c(F)c1	-13.4%	-26.6	-0.3%	-7.0%	-0.9%	16.1%	1.2%	0.9%	7.7%	-3.4%
Cc1cc(=O)oc2cc(NC(=O)c3ccc(OC(F)F)cc3)ccc12	2.1%	-1.6	3.5%	31.5%	13.1%[11.5 µM]	-1.3%	-5.0%	-1.5%	-0.1%	10.4%
